Screening data: PubChem, several laboratories
APP 5'UTR act: activators of APP 5'UTR luciferase reporter, primary screen, SH-SY5Y cells | SH-SY5Y APP 5'UTR luciferase reporter, luminescence; zero percent = DMSO vehicle wells | 190,000 tested, 1% active | AID 1276, 2008 | activation, % at 2 µM;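 active = activation above a set limit, based on mean plus 3 SD of controls, cut at about 140% in these data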; note: values of inactives mirror those of a sister screen read the other way
NF-kB expr up: activators of NF-kB expression in neurons, primary screen, cell-based, HTS. human neuronal cells, NF-kB reporter expression; hits give high values. fold change at 12.5 µM. 190,000 tested, 1.6% active. AID 1239, 2008; in the data active = fold change above about 3.3
TNAP act hi DEA: TNAP activators at high phosphate acceptor level, primary screen, biochemical, luminescence, uHTS. Alkaline phosphatase, tissue-nonspecific isozyme (Homo sapiens), P05186. purified TNAP, CDP-star luminescence, 1 M DEA, 30 min; hits give high values; 0 = EDTA background, 1 = DMSO-only activity. activation factor at 20 µM. 200,000 tested, under 10 active. AID 1136, 2008;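 active = activation factor at least 2 at 20 µM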
Target sequence (P05186 whole entry, looked up): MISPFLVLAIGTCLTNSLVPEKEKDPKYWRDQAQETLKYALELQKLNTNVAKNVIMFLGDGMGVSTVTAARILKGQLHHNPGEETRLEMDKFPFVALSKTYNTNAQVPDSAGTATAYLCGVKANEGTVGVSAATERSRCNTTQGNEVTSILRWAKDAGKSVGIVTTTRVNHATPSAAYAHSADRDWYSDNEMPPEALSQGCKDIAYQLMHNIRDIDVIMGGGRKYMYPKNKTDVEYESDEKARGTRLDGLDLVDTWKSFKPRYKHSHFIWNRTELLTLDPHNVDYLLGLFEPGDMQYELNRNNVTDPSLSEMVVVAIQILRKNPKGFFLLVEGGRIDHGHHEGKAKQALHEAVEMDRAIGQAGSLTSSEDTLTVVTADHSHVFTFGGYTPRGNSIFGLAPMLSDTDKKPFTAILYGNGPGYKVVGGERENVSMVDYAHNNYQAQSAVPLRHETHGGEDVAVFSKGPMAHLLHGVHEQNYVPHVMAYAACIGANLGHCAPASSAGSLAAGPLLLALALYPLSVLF
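Assay system: human TNAP; Input: enzyme diluted 1/800 final; Reagent: CDP-star luminogenic substrate at 100 µM final; Timing: 30 min, room temperature; Signal: luminescence; Evaluation: TNAP activation factor scaled between EDTA and DMSO control wells.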
PMI activator: activators of human PMI, primary screen, biochemical, fluorescence intensity, near-Km mannose 6-phosphate; activation factor at 20 µM; purified human PMI, coupled resazurin fluorescence, 20 min; hits give high values; 1 = vehicle control, 0 substrate-free wells; AID 1214, 2008; 190,000 tested, 0.005% active;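 active = activation factor of 2 or more at 20 µM, relative to plate controls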
bIAP act: bovine intestinal alkaline phosphatase activators, primary screen, biochemical, bovine IAP, CDP-star luminescence; activation factor at 20 µM; 200,000 tested, 0.17% active; purified bovine IAP, 30 min; hits give high values; fold of DMSO-control signal, blank-subtracted;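 active = activation factor of 2 or more at 20 µM, a signal rise over negative controls twice the positive control's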
PMI act satM6P: human PMI activators, high substrate, primary screen, biochemical, fluorescence intensity, near-saturating mannose 6-phosphate; Mannose-6-phosphate isomerase (Homo sapiens), P34949; 190,000 tested, 0.34% active; coupled PMI enzyme assay, resazurin fluorescence, 20 min; hits give high values; 1 = untreated enzyme, 0 = substrate-free blank; activation factor at 20 µM; AID 1216, 2008;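 active = activation factor of 2 or more at 20 µM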
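assay system = human phosphomannose isomerase with PGI, G6PDH, diaphorase coupling enzymes | quantity = 15 ng/mL PMI | incubation = enzyme reaction with compound 20 min at room temperature | medium = HEPES pH 7.4 buffer with MgCl2 and Tween-20 | compound dosing = one concentration, 20 µM, in 1% DMSO | measured by = Diaphorase-driven resazurin-to-resorufin fluorescence, excitation 544, emission 590 nm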
TNAP inh hi DEA: human TNAP enzyme inhibitors, primary screen, biochemical, luminescent, high phosphate acceptor level, uHTS | purified TNAP, CDP-star luminescence, 1 M DEA | inhibition, % at 20 µM | 200,000 tested, 0.03% active;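 active = over 50% inhibition of tissue-nonspecific alkaline phosphatase at 20 µM in the single-dose screen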;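 note: plate controls were DMSO wells for no effect and EDTA-quenched wells as full inhibition for full effect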
FLuc stim CS: FLuc activators, initial screening, artefact control for FLuc-dependent activation tests, biochemical, ATPlite luminescence | Luciferin 4-monooxygenase (Photinus pyralis), P08659 | ATPlite luciferase biochemical, 10 min; 0 = ATP-free wells, 1 = DMSO control | activation factor at 10 µM | 200,000 tested, under 10 active | AID 1027, 2008;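 active = luciferase activation factor, scaled between plate controls, of at least 2 with compound at 10 µM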
Target sequence (P08659 whole entry, looked up): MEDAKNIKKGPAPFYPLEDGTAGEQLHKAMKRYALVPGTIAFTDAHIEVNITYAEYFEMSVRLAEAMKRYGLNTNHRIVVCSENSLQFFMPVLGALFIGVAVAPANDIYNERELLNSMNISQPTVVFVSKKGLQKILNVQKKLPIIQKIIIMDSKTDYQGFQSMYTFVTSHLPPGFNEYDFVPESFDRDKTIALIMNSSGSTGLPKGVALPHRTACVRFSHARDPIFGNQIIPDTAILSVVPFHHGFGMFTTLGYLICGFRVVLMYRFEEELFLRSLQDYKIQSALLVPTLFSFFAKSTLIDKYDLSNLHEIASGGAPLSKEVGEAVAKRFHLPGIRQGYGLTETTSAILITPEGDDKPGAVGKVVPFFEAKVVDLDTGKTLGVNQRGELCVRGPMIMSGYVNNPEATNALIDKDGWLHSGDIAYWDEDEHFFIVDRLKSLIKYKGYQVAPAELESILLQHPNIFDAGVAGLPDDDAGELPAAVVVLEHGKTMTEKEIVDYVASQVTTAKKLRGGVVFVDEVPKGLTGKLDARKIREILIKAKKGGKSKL
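System: Luciferase/luciferin detection reagent, cell-free biochemical luciferase assay | Medium: PBS buffer for ATP | Dosing: Test compounds dosed from 2 mM stocks in 100% DMSO | Timing: 10 min at ambient temperature | Signal: Luminescence measurement of luciferase light output | Evaluation: Luciferase activation, seen as luminescence increase over controls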
FLuc inh counter: firefly luciferase enzyme inhibitors, primary screen, artefact control for luciferase-based inhibitor screens, biochemical, luminescence, ATPLite. 10 min. inhibition, % at 10 µM. Luciferin 4-monooxygenase (Photinus pyralis), P08659. 200,000 tested, 1.5% active;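 active = inhibition above about 50% when tested at 10 µM, limit read from the data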
TNAP inh noacc: human TNAP enzyme inhibitors, primary screen, biochemical, luminescent, no phosphate acceptor, uHTS; Alkaline phosphatase, tissue-nonspecific isozyme (Homo sapiens), P05186; purified TNAP, CDP-star luminescence, 30 min; inhibition, % at 20 µM; 200,000 tested, 0.26% active; AID 1012, 2008;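 active = tissue-nonspecific alkaline phosphatase inhibition above about 50% at 20 µM in the single-dose screen, limit read from the data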;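 note: 0% = DMSO negative control and 100% = EDTA positive control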
* marks the source's active call; other numbers are inactive results; / = not tested or not shown.

Sample of the layout:
SMILES | APP 5'UTR act | NF-kB expr up | TNAP act hi DEA | PMI activator | bIAP act | PMI act satM6P | TNAP inh hi DEA | FLuc stim CS | FLuc inh counter | TNAP inh noacc
Cc1ccc(S(=O)(=O)NCC(=O)N(CC(=O)NCC2CCCO2)C2CCCC2)cc1 (stereo not given) | 8 | 1.1 | 1 | 1 | 1.2 | 1 | -4 | 1 | -3 | -5
COc1cccc(-c2ccc(=O)n(CC(=O)NCCN3CCOCC3)n2)c1 | 23 | 1.2 | 1 | 1 | 1.1 | 1 | 4 | 1 | -1 | -6
Cc1cccc(C)c1NC(=O)N1CCCCCCC1 | 2 | 1.1 | 1 | 1 | 1 | 1 | -1 | 1.1 | -5 | -2
Cc1cccc(C(=O)NC(=S)Nc2ccccc2C(F)(F)F)c1 | 13 | 1.1 | 1 | 0.8 | 1 | 0.9 | 1 | 1 | -1 | -2
COc1ccc(Nc2oc(COc3cccc(C)c3)nc2C#N)cc1 | 4 | 1.9 | 1.1 | 0.8 | 0.8 | 0.9 | -6 | 1 | 2 | -12
Cc1cnc(C)c(N2CCC(C(=O)NCc3ccco3)CC2)n1 | 0 | 1 | 1 | 0.9 | 1 | 0.9 | -4 | 1 | -4 | -4
CCNC(=O)N1CCNC(=O)C1CC(=O)Nc1ccc(C(=O)OCC)cc1 (stereo not given) | 22 | 0.51 | 1 | 0.9 | 0.9 | 0.9 | -1 | 0.8 | 17 | -6
CCOC(=O)C1CCN(C(=O)CSc2ccc(Br)cc2)CC1 | 4 | 1.1 | 1 | 1 | 0.9 | 0.9 | -4 | 1 | 0 | -7
CCCC(=O)NC(c1ccco1)c1c(O)ccc2ccccc12 (stereo not given) | -2 | 0.95 | 1 | 0.6 | 0.9 | 0.7 | 2 | 1 | -4 | -18

This part in full, from the first entry:
SMILES | APP 5'UTR act | NF-kB expr up | TNAP act hi DEA | PMI activator | bIAP act | PMI act satM6P | TNAP inh hi DEA | FLuc stim CS | FLuc inh counter | TNAP inh noacc
Cc1ccc(S(=O)(=O)NCC(=O)N(CC(=O)NCC2CCCO2)C2CCCC2)cc1 (stereo not given) | 8 | 1.1 | 1 | 1 | 1.2 | 1 | -4 | 1 | -3 | -5
COc1cccc(-c2ccc(=O)n(CC(=O)NCCN3CCOCC3)n2)c1 | 23 | 1.2 | 1 | 1 | 1.1 | 1 | 4 | 1 | -1 | -6
Cc1cccc(C)c1NC(=O)N1CCCCCCC1 | 2 | 1.1 | 1 | 1 | 1 | 1 | -1 | 1.1 | -5 | -2
Cc1cccc(C(=O)NC(=S)Nc2ccccc2C(F)(F)F)c1 | 13 | 1.1 | 1 | 0.8 | 1 | 0.9 | 1 | 1 | -1 | -2
COc1ccc(Nc2oc(COc3cccc(C)c3)nc2C#N)cc1 | 4 | 1.9 | 1.1 | 0.8 | 0.8 | 0.9 | -6 | 1 | 2 | -12
Cc1cnc(C)c(N2CCC(C(=O)NCc3ccco3)CC2)n1 | 0 | 1 | 1 | 0.9 | 1 | 0.9 | -4 | 1 | -4 | -4
CCNC(=O)N1CCNC(=O)C1CC(=O)Nc1ccc(C(=O)OCC)cc1 (stereo not given) | 22 | 0.51 | 1 | 0.9 | 0.9 | 0.9 | -1 | 0.8 | 17 | -6
CCOC(=O)C1CCN(C(=O)CSc2ccc(Br)cc2)CC1 | 4 | 1.1 | 1 | 1 | 0.9 | 0.9 | -4 | 1 | 0 | -7
CCCC(=O)NC(c1ccco1)c1c(O)ccc2ccccc12 (stereo not given) | -2 | 0.95 | 1 | 0.6 | 0.9 | 0.7 | 2 | 1 | -4 | -18
CCN(c1cccc(C)c1)S(=O)(=O)c1c(C)[nH]c(=O)[nH]c1=O | -4 | 1.2 | 1 | 0.9 | 0.8 | 1 | -4 | 1.1 | -6 | -10
CNc1nc(Cl)c(SC)c(NC2CCCCC2)n1 | -10 | 1.3 | 1 | 0.9 | 1 | 0.6 | -3 | 1 | -5 | -8
O=C(NNC(=O)c1ccccc1O)c1ccco1 | 40 | 1.5 | 1 | 1.1 | 1.1 | 1.3 | -2 | 0.6 | 44 | -44
COc1ccc(N2C(=O)C3CC(C)=C(C)CC3C2=O)c(OC)c1 (stereo not given) | 3 | 1.1 | 1.1 | 1.1 | 1 | 1.1 | -6 | 1 | -5 | -15
OCCN(Cc1ccccc1)Cc1cccc(Cl)c1Cl | -10 | 1.4 | 1 | 0.9 | 0.9 | 0.9 | -2 | 1 | 2 | -6
COC(=O)/C=C1/C(=O)N/C(=N\c2nc(C)cc(C)n2)N1c1ccc(OC)cc1 | 1 | 1.2 | 1 | 0.9 | 1 | 1 | -4 | 1 | -4 | -19
Cc1nc2ccc(S(=O)(=O)NCC(=O)N3CCOCC3)cc2s1 | -3 | 0.96 | 1 | 1 | 1 | 1 | 2 | 1 | -2 | -4
Cc1cc(C(=O)Nc2c(C)n(C)n(-c3ccccc3)c2=O)on1 | -7 | 1.1 | 1.1 | 1 | 0.9 | 1 | -7 | 1 | -5 | -20
CC1CN(C(=O)/C(C#N)=C2\N=C(NC(=O)c3ccccc3Cl)c3ccccc32)CC(C)O1 (stereo not given) | -2 | 1.2 | 0.9 | 0.8 | 1 | 1 | 8 | 1 | -2 | -11
COc1cc(NC(=O)C2CCCCC2)c(OC)cc1NC(=O)CCC(=O)NCc1ccco1 | 0 | 1.1 | 1 | 0.9 | 1.1 | 0.9 | -1 | 1 | -4 | -5
COc1ccccc1NC(=O)COC(=O)Cc1ccc(S(=O)(=O)N2CCCCC2)s1 | -7 | 1.1 | 1 | 1.1 | 0.9 | 1.1 | 0 | 1.1 | -8 | -12
Cc1ccc(COc2cccc3c2CCN(Cc2ccc(F)cc2)C3=O)cc1 | 4 | 0.97 | 1 | 0.9 | 0.9 | 0.9 | -4 | 1 | -4 | -16
COc1ccc(NC(=O)CNS(=O)(=O)c2ccc(Cl)cc2)cc1OC | 5 | 1.2 | 1 | 1 | 1 | 1 | 4 | 1 | -3 | -4
Cc1ccc(Cn2ccnc2C(=O)Nc2ccccc2)cc1 | 85 | 1.1 | 1 | 1 | 0.9 | 1 | -5 | 1 | 4 | -7
O=C(NCC1CCCO1)c1cccc(S(=O)(=O)NCc2ccccc2)c1 (stereo not given) | -19 | 1.1 | 1 | 0.9 | 1 | 1 | 1 | 1 | -3 | -1
COc1cc(/C=C2\SC(N3CCc4ccccc4C3)=NC2=O)cc(OC)c1OC | 7 | 1.1 | 1 | 0.9 | 1 | 1.1 | -1 | 1 | 2 | -21

(list continues)
SMILES | APP 5'UTR act | NF-kB expr up | TNAP act hi DEA | PMI activator | bIAP act | PMI act satM6P | TNAP inh hi DEA | FLuc stim CS | FLuc inh counter | TNAP inh noacc
CCCCN(CCCNC(=O)CN1C(=O)COc2ccccc21)c1ccccc1 | 22 | 0.83 | 1 | 0.8 | 1.1 | 0.9 | -3 | 1 | 3 | -11
O=C(COC(=O)c1cc(Br)ccc1Cl)NC1CCCC1 | -12 | 1.2 | 1 | 1 | 0.9 | 1 | -2 | 1.1 | -6 | -18
COc1ccc(OC)c(NC(=O)CS(=O)(=O)Cc2nc(-c3ccccc3C)oc2C)c1 | 3 | 0.75 | 1 | 0.7 | 1 | 0.8 | -3 | 1 | -3 | -6
COc1ccc(S(=O)(=O)N2C3CCC2CC(NC(=O)C2CC2)C3)cc1 (stereo not given) | 12 | 1.1 | 1 | 0.9 | 0.9 | 0.9 | -1 | 1 | -2 | -9
COc1ccc(Nc2nc3c(C)cccc3cc2C#N)c(OC)c1 | 4 | 1.3 | 1 | 0.8 | 1 | 1 | 2 | 1 | -4 | -14
C=CCNc1nc(-c2ccccc2)nc(-n2ccnc2)n1 | 9 | 0.77 | 1 | 1 | 0.9 | 0.9 | -4 | 1.1 | -9 | -2
CC(=O)N1CCC2(CC1)CC(=O)c1cc(OCC(=O)N3CCOCC3)ccc1O2 | -4 | 1.2 | 1 | 1.1 | 0.9 | 1 | -4 | 1.1 | -8 | 0
CCNC(=S)NS(=O)(=O)c1ccc(CC)cc1 | 4 | 0.91 | 1 | 0.8 | 1 | 1 | 2 | 1.1 | -6 | -3
CNCCCOc1ccc(Cl)cc1C(C)(C)C | 8 | 0.95 | 1 | 1 | 0.9 | 1 | -4 | 1 | -4 | -6
O=c1c(-c2cnn(-c3ccccc3)c2)coc2cc(O)ccc12 | 140* | 3.7* | 0.9 | 0.9 | 1.3 | 1 | 5 | 0.7 | 35 | -2
Cc1ccc(C)c(S(=O)(=O)N2CCNCC2)c1 | 6 | 1.2 | 1 | 1 | 1 | 0.9 | 1 | 1 | 4 | -7
O=C(COC(=O)c1cc(C(F)(F)F)cc(C(F)(F)F)c1)NCc1ccc(Cl)cc1 | 14 | 1.1 | 1 | 1.1 | 1.4 | 1 | -4 | 1 | -1 | -5
Cc1nc(CSc2nnc(C)s2)cs1 | 2 | 1.1 | 1 | 1.2 | 0.8 | 1.2 | -3 | 1.1 | -9 | -9
CCn1ncc(C2C(C(=O)Nc3ccc(C)cn3)=C(C)NC3=C2C(=O)CCC3)c1C (stereo not given) | 7 | 1 | 1 | 1.1 | 1.3 | 1 | -4 | 1 | -2 | -10
CCN1CCc2c(C#N)c(NCc3ccccc3)nc(NCCO)c2C1 | 0 | 1 | 1.1 | 0.5 | 1.1 | 0.4 | -6 | 1 | -2 | -15
Nc1c(-c2ccc(Cl)cc2)nnn1-c1ccccc1 | 89 | 3 | 1.1 | 0.8 | 1 | 0.8 | -6 | 0.6 | 43 | -16
COCc1cc(SC2CCCCC2)nc(C)n1 | 1 | 1.1 | 1.1 | 1 | 1 | 1 | -8 | 1 | -4 | -12
O=C1OCC(Cn2c3ccccc3c3ccccc32)O1 (stereo not given) | 20 | 0.99 | 1 | 1 | 0.9 | 1 | -4 | 1 | -1 | -10
Cc1ccc(NC(=O)COC(=O)CNC(=O)c2ccco2)cc1 | 15 | 0.89 | 1 | 0.9 | 1.1 | 0.9 | -3 | 1 | -1 | -6
CCc1nc(NCc2ccccn2)c2oc3ccccc3c2n1 | / | 0.52 | 1 | 1.3 | 0.9 | 1.3 | 1 | 1.1 | -6 | -4
CCC(C)NC(=O)CS(=O)Cc1nc(-c2cccc(OC)c2)oc1C (stereo not given) | 8 | 0.87 | 1 | 0.9 | 1 | 0.9 | 0 | 1 | -2 | -10
